Assay outcomes as filed in PubChem BioAssay.
NSD2 inh – NSD2 (human) methyltransferase inhibition. O96028. NSD2-SET H3K36me1 DELFIA fluorescence, biochemical. inhibition, % at 12.5 µM. 44,000 tested, 0.07% active. AID 624260; in the data active means inhibition above about 54%, passing the limit was not always enough;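 further: inhibitors reduce the monomethyl H3K36 fluorescence signal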
Target sequence (O96028 whole entry, looked up): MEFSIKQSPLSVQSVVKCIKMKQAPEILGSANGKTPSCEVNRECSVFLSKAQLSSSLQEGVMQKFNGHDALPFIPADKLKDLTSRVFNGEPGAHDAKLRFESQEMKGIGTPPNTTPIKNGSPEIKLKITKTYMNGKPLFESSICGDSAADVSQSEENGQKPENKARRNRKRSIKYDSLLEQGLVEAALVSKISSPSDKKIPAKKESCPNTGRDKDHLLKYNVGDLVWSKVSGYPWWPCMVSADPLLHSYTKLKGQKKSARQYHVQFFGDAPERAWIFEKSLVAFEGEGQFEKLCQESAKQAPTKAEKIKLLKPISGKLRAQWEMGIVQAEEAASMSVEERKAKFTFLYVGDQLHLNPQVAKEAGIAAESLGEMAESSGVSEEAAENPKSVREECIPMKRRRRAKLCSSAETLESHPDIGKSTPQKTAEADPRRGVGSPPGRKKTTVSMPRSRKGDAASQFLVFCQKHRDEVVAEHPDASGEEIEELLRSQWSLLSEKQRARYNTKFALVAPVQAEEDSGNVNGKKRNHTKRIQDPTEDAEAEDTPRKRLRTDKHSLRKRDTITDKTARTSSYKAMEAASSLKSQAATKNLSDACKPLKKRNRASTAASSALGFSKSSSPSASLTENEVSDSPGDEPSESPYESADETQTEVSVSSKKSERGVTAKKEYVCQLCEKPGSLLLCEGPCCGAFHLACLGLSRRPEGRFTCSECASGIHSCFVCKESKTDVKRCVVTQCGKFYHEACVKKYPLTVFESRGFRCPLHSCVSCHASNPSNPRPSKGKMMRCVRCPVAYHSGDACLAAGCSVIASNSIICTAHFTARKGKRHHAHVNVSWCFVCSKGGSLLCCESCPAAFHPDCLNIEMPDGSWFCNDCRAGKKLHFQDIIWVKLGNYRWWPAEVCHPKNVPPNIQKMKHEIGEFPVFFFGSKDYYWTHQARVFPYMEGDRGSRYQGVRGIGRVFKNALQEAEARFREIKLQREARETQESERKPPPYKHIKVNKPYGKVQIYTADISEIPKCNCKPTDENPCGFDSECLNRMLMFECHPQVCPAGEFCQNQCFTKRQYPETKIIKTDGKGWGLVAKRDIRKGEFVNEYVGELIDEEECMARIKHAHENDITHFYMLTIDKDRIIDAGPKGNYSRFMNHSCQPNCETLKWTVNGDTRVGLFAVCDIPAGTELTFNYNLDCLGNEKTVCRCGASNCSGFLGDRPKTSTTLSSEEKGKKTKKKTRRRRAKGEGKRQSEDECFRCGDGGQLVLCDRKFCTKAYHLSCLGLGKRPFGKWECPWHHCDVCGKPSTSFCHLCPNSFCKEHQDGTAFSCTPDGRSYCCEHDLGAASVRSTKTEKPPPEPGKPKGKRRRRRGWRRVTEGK
The depositor's hits bear a star; i = inactive. Some of the compounds tested; the hit share may differ from the screen's.

SMILES	NSD2 inh
Cc1ccc(S(=O)(=O)Nc2ccc3c(c2)C(=O)N([C@H](C)CO)C[C@H](C)[C@@H](CN(C)CC2CCCCC2)OCCCC[C@@H](C)O3)cc1	-3.0
C[C@H]1CN([C@@H](C)CO)C(=O)Cc2cc(NS(C)(=O)=O)ccc2O[C@H]1CN(C)C(=O)Nc1ccccc1	-1.6
C[C@@H]1CN([C@@H](C)CO)S(=O)(=O)c2ccc(-c3ccc(F)cc3)cc2O[C@@H]1CN(C)C(=O)C1CCOCC1	-2.8
C[C@@H]1CN([C@@H](C)CO)C(=O)c2cc(NS(=O)(=O)c3cccs3)ccc2O[C@@H](C)CCCCO[C@@H]1CN(C)Cc1ccccc1	16.8
C[C@@H](NC(=O)C[C@H]1C[C@H]2c3cc(NC(=O)CN(C)C)ccc3O[C@H]2[C@H](CO)O1)c1ccccc1	4.3
CC(C)NC(=O)Nc1ccc2c(c1)C(=O)N([C@@H](C)CO)C[C@@H](C)[C@@H](CN(C)C(=O)Nc1cccc3ccccc13)OCCCC[C@@H](C)O2	0.7
CN(C)Cc1nc(-c2cn(C)c3ccccc23)no1	-0.3
Cc1ccc(S(=O)(=O)N(C)C[C@H]2Oc3ccc(NC(=O)Cc4ccccc4)cc3CC(=O)N([C@@H](C)CO)C[C@@H]2C)cc1	-5.7
COc1ccc(-c2cc(=O)c3c(O)cc(O)c(-c4cc(-c5cc(=O)c6c(O)cc(O)cc6o5)ccc4OC)c3o2)cc1	2.4
COCC#Cc1ccc2c(c1)O[C@H](CN(C)S(C)(=O)=O)[C@H](C)CN([C@@H](C)CO)S2(=O)=O	0.4
N#C/C(=C\c1ccc(O)c(O)c1)C(=O)NC1CCC(CC2CCC(NC(=O)/C(C#N)=C/c3ccc(O)c(O)c3)CC2)CC1 (configuration not stated)	20.6
C[C@@H]1CCCCO[C@H](CN(C)C(=O)c2ccncc2)[C@H](C)CN([C@@H](C)CO)C(=O)c2cc(NS(=O)(=O)c3ccccc3)ccc2O1	-1.9
CCCC#Cc1cnc2c(c1)C(=O)N([C@@H](C)CO)C[C@@H](C)[C@H](CN(C)C(=O)NCCC)O2	3.2
C[C@@H]1CN([C@@H](C)CO)C(=O)Cc2cc(NC(=O)Cn3cnnn3)ccc2O[C@H]1CN(C)Cc1ccc(C(=O)Nc2ccccc2N)cc1	-7.4
C[C@H](CO)N1C[C@H](C)[C@H](CN(C)Cc2ccc(C(=O)O)cc2)Oc2ccc(NC(=O)CCN3CCOCC3)cc2C1=O	-4.7
C[C@@H]1CN([C@@H](C)CO)C(=O)c2cccc(NC(=O)Nc3ccc4c(c3)OCO4)c2O[C@@H]1CN(C)C(=O)NC1CCCCC1	-3.8
O=C(O)C[C@H]1C[C@@H]2c3cc(NC(=O)Nc4ccccc4)ccc3O[C@@H]2[C@@H](CO)O1	-60.7
Cc1noc(C)c1S(=O)(=O)Nc1ccc2c(c1)CC(=O)N([C@H](C)CO)C[C@H](C)[C@H](CN(C)S(=O)(=O)c1cn(C)cn1)O2	2.8
COc1ccc(NC(=O)N(C)C[C@H]2Oc3ccc(NC(=O)CCN4CCOCC4)cc3CC(=O)N([C@@H](C)CO)C[C@@H]2C)cc1	0.4
COc1ccc(S(=O)(=O)Nc2ccc3c(c2)CC(=O)N([C@@H](C)CO)C[C@@H](C)[C@@H](CN(C)Cc2ccc(C(F)(F)F)cc2)O3)cc1	-5.0

Some of the entries so far, as comma-separated lines:
SMILES,NSD2 inh
CCCC#Cc1cnc2c(c1)C(=O)N([C@@H](C)CO)C[C@@H](C)[C@H](CN(C)C(=O)NCCC)O2,3.2
C[C@@H]1CN([C@@H](C)CO)C(=O)Cc2cc(NC(=O)Cn3cnnn3)ccc2O[C@H]1CN(C)Cc1ccc(C(=O)Nc2ccccc2N)cc1,-7.4
C[C@H](CO)N1C[C@H](C)[C@H](CN(C)Cc2ccc(C(=O)O)cc2)Oc2ccc(NC(=O)CCN3CCOCC3)cc2C1=O,-4.7
C[C@@H]1CN([C@@H](C)CO)C(=O)c2cccc(NC(=O)Nc3ccc4c(c3)OCO4)c2O[C@@H]1CN(C)C(=O)NC1CCCCC1,-3.8

Remaining list, next part
SMILES	NSD2 inh
C[C@H](CO)N1C[C@H](C)[C@@H](CN(C)Cc2cccnc2)Oc2ncc(C#CC3(O)CCCC3)cc2C1=O	16.8
C[C@@H]1CN([C@H](C)CO)C(=O)Cc2cc(NS(=O)(=O)c3ccccc3)ccc2O[C@H]1CN(C)C(=O)Nc1ccccc1	2.4
CCCCC(=O)N(Cc1ccc(-c2ccccc2-c2nn[nH]n2)cc1)[C@H](C(=O)O)C(C)C	1.9
C[C@@H]1CN([C@H](C)CO)C(=O)c2cc(Br)cnc2O[C@@H]1CN(C)S(=O)(=O)c1ccccc1	-3.7
CNC[C@@H]1OCCCC[C@@H](C)Oc2ccc(NC(=O)NC(C)C)cc2C(=O)N([C@@H](C)CO)C[C@H]1C	-1.8
C[C@H]1CN([C@@H](C)CO)C(=O)c2cc(C#CC3(O)CCCC3)cnc2O[C@H]1CN(C)C(=O)CC1CC1	3.1
C[C@@H]1CCCCO[C@@H](CN(C)Cc2ccc3c(c2)OCO3)[C@@H](C)CN([C@@H](C)CO)C(=O)c2cc(NC(=O)CCCN(C)C)ccc2O1	2.2
C[C@H]1CCCCO[C@H](CN(C)Cc2ccc(C(=O)O)cc2)[C@@H](C)CN([C@@H](C)CO)C(=O)c2cc(NC(=O)Nc3ccccc3)ccc2O1	0.2
COCCOC(=O)N1C(=O)[C@@]2(c3cc(C#CCC(C(=O)OC)C(=O)OC)ccc31)[C@H](C(=O)NC[C@H](O)c1ccccc1)[C@H]1C(=O)O[C@H](c3ccccc3)[C@H](c3ccccc3)N1[C@@H]2c1ccc(O)cc1	-3.9
Cc1ccc(S(=O)(=O)Nc2ccc3c(c2)CC(=O)N([C@H](C)CO)C[C@H](C)[C@@H](CN(C)Cc2ccc4c(c2)OCO4)O3)cc1	-1.3
C[C@@H]1CN([C@H](C)CO)C(=O)c2cccc(NC(=O)c3ccncc3)c2O[C@H]1CN(C)Cc1ccc(C(=O)O)cc1	-0.2
CC(C)CC#Cc1ccc2c(c1)O[C@H](CN(C)C(=O)c1cccnc1)[C@H](C)CN([C@H](C)CO)S2(=O)=O	-0.7
C[C@H](CO)N1C[C@H](C)[C@H](CN(C)Cc2ccc(C(=O)O)cc2)Oc2ccc(NC(=O)Nc3ccc(F)cc3)cc2C1=O	4.2
CCOC(=O)C1=CC[C@@H](c2ccc(OC)cc2)[C@@H]1C(=O)c1ccccc1	2.2
C[C@H](CO)N1C[C@H](C)[C@@H](CN(C)C(=O)C2CCCCC2)OCCCC[C@H](C)Oc2ccc(N(C)C)cc2C1=O	-4.5
C[C@@H]1CN([C@@H](C)CO)C(=O)Cc2cc(NC(=O)C3CCCCC3)ccc2O[C@@H]1CN(C)Cc1ccncc1	-3.8
CN(C)CCN1C(=O)c2ccccc2N(C)c2ccccc21	2.3
C[C@@H]1CN([C@H](C)CO)S(=O)(=O)c2ccc(C#Cc3cccnc3)cc2O[C@@H]1CN(C)CC1CCOCC1	7.9
COCC#Cc1cnc2c(c1)C(=O)N([C@H](C)CO)C[C@@H](C)[C@@H](CN(C)C)O2	0.1
Cc1cccc(S(=O)(=O)N(C)C[C@@H]2OCc3cn(nn3)CCCC(=O)N([C@@H](C)CO)C[C@H]2C)c1	0.3
[N-]=[N+]=NCc1ccccc1C[C@]1(C(=O)NCCN2CCOCC2)COC(c2ccc(OCCCO)cc2)=N1	2.3
C[C@@H]1CN([C@@H](C)CO)C(=O)Cc2cc(NC(=O)NC3CCCCC3)ccc2O[C@H]1CN(C)C(=O)Nc1ccc2c(c1)OCO2	1.6
C/C=C/c1ccc2c(c1)O[C@H](CN(C)C(=O)Cc1ccncc1)[C@@H](C)CN([C@@H](C)CO)S2(=O)=O	-1.8
C[C@H](CO)N1C[C@H](C)[C@@H](CN(C)Cc2ccccc2)Oc2ccc(NS(C)(=O)=O)cc2CC1=O	-8.6
C[C@@H]1CCCCO[C@H](CN(C)S(C)(=O)=O)[C@@H](C)CN([C@@H](C)CO)C(=O)c2cc(NS(=O)(=O)c3ccccc3)ccc2O1	-0.6
CC(C)NC(=O)Nc1ccc2c(c1)C(=O)N([C@H](C)CO)C[C@H](C)[C@H](CN(C)CC1CCCCC1)O2	3.1
C[C@@H]1CN([C@@H](C)CO)C(=O)Cc2cc(NC(=O)Nc3cccc4ccccc34)ccc2O[C@H]1CN(C)Cc1ccc(C(=O)O)cc1	-4.9
CNC[C@@H]1Oc2c(NS(=O)(=O)c3c(C)noc3C)cccc2C(=O)N([C@@H](C)CO)C[C@@H]1C	2.5
O=C(C[C@H]1C[C@@H]2c3cc(NC(=O)NC4CCCCC4)ccc3O[C@@H]2[C@@H](CO)O1)NCc1cccnc1	7.7
Cc1noc(C)c1NC(=O)N(C)C[C@H]1OCCCC[C@@H](C)Oc2ccc(NS(=O)(=O)c3cccs3)cc2C(=O)N([C@@H](C)CO)C[C@H]1C	-1.5
O=C(CCCCCCC(=O)Nc1ccccc1O)N/N=C/c1cn(Cc2ccccc2)c2ccccc12	-2.8
C[C@H]1CN([C@@H](C)CO)C(=O)Cc2cc(NS(C)(=O)=O)ccc2O[C@@H]1CN(C)Cc1ccncc1	2.1
C[C@@H]1CCCCO[C@H](CN(C)C(=O)Cc2ccccc2)[C@@H](C)CN([C@H](C)CO)C(=O)c2cc(NC(=O)Nc3ccc(C(F)(F)F)cc3)ccc2O1	-1.8
C[C@@H]1CN([C@H](C)CO)C(=O)Cc2cc(NS(=O)(=O)c3cccs3)ccc2O[C@@H]1CN(C)S(=O)(=O)c1cccs1	0.3
C[C@H](NC(=O)C[C@@H]1C[C@@H]2c3cc(NC(=O)NC4CCCC4)ccc3O[C@@H]2[C@@H](CO)O1)c1ccccc1	0.6
CC(C)(C)c1ccc(N2C(=O)CSC2c2ccccc2)cc1 (configuration not stated)	-3.1
COc1ccc(S(=O)(=O)Nc2ccc3c(c2)C(=O)N([C@@H](C)CO)C[C@H](C)[C@@H](CN(C)C(=O)c2ccncc2)OCCCC[C@@H](C)O3)cc1	-1.5
C[C@H]1CCCCO[C@H](CN(C)S(=O)(=O)c2ccc(Cl)cc2)[C@@H](C)CN([C@@H](C)CO)C(=O)c2cc(NS(=O)(=O)c3cn(C)cn3)ccc2O1	-3.4
C[C@H](CO)N1C[C@H](C)[C@H](CN(C)S(=O)(=O)c2cccs2)OCc2ccccc2-c2c(n(C)c3ccccc23)C1=O	7.7
C[C@@H]1CN([C@@H](C)CO)C(=O)Cc2cc(NS(=O)(=O)c3ccc(Cl)cc3)ccc2O[C@H]1CN(C)Cc1ccc2c(c1)OCO2	1.2
C[C@H](CO)N1C[C@H](C)[C@@H](CN(C)S(C)(=O)=O)OCCCC[C@H](C)Oc2ccc(NC(=O)c3ccncc3)cc2C1=O	20.0
Cc1noc(C)c1NC(=O)N(C)C[C@@H]1Oc2c(NS(=O)(=O)c3c(C)noc3C)cccc2C(=O)N([C@H](C)CO)C[C@@H]1C	-0.6
O=C(N/N=C/c1ccccc1)c1ccccn1	-3.9
CC(C)NC(=O)Nc1ccc2c(c1)C(=O)N([C@H](C)CO)C[C@@H](C)[C@@H](CN(C)Cc1ccc3c(c1)OCO3)OCCCC[C@@H](C)O2	0.6
CCC(=O)N(C)C[C@H]1Oc2cc(-c3cccc(F)c3)ccc2S(=O)(=O)N([C@@H](C)CO)C[C@@H]1C	-6.1
C[C@H]1CN([C@@H](C)CO)C(=O)c2cc(C3=CCCC3)cnc2O[C@@H]1CN(C)S(=O)(=O)c1cn(C)cn1	3.0
CN(C)CCCCCCNC(=O)[C@@H]1C[C@@H]2C(=O)NCC(=O)N2[C@@H]1c1cccc(OCCO)c1	2.0
COc1ccc(S(=O)(=O)Nc2ccc3c(c2)C(=O)N([C@H](C)CO)C[C@H](C)[C@H](CN(C)S(=O)(=O)c2ccc(OC)cc2)OCCCC[C@H](C)O3)cc1	0.4
C/C=C(/C)C(=O)O[C@H]1C=C(C)C[C@H](OC(=O)c2ccc(O)cc2)C2[C@](O)(C(C)C)CC[C@@]21C (some centres not stated)	-11.0
C[C@H](CO)N1C[C@H](C)[C@H](CN(C)Cc2ccncc2)Oc2ccc(NC(=O)C3CCCCC3)cc2C1=O	0.3
Next results follow.
SMILES	NSD2 inh
COCC(=O)N(C)C[C@H]1Oc2cc(-c3ccc(C#N)cc3)ccc2S(=O)(=O)N([C@@H](C)CO)C[C@H]1C	-1.2
COc1ccc2c(c1)C(=O)CC(c1ccccc1)O2 (configuration not stated)	4.3
CC(C)NC(=O)N(C)C[C@H]1Oc2cc(C#CC3CC3)ccc2S(=O)(=O)N([C@H](C)CO)C[C@@H]1C	13.8
COc1ccc(CN(C)C[C@H]2Oc3ccc(NS(=O)(=O)c4ccc(C)cc4)cc3CC(=O)N([C@H](C)CO)C[C@@H]2C)cc1	-0.8
C[C@H]1CN([C@@H](C)CO)C(=O)c2cc(NC(=O)Cc3cn(C)c4ccccc34)ccc2O[C@@H]1CN(C)Cc1ccncc1	2.7
CC(C)NC(=O)Nc1ccc2c(c1)CC(=O)N([C@@H](C)CO)C[C@H](C)[C@@H](CN(C)Cc1ccc(Cl)c(Cl)c1)O2	i
Cc1ccc(S(=O)(=O)Nc2ccc3c(c2)C(=O)N([C@@H](C)CO)C[C@H](C)[C@H](CN(C)S(=O)(=O)c2ccccc2)O3)cc1	3.7
C[C@H]1CN([C@@H](C)CO)C(=O)Cc2cc(NS(=O)(=O)c3cn(C)cn3)ccc2O[C@@H]1CN(C)S(=O)(=O)c1cn(C)cn1	3.6
C[C@@H]1CN([C@@H](C)CO)C(=O)Cc2cc(NC(=O)CCCCCC(=O)Nc3ccccc3N)ccc2O[C@@H]1CN(C)Cc1ccc(Oc2ccccc2)cc1	-2.1

3 entries from above, sorted by the number in NSD2 inh, ascending:
SMILES	NSD2 inh
COCC(=O)N(C)C[C@H]1Oc2cc(-c3ccc(C#N)cc3)ccc2S(=O)(=O)N([C@@H](C)CO)C[C@H]1C	-1.2
C[C@H]1CN([C@@H](C)CO)C(=O)Cc2cc(NS(=O)(=O)c3cn(C)cn3)ccc2O[C@@H]1CN(C)S(=O)(=O)c1cn(C)cn1	3.6
COc1ccc2c(c1)C(=O)CC(c1ccccc1)O2 (configuration not stated)	4.3
